Compound activity as filed in PubChem.
NCI-60 one-dose screen, 48 h, at 10 µM unless noted. Numbers give growth in % (100 = growth as untreated, 0 = no growth, -100 = all killed).
OVCAR-5: OVCAR-5 ovarian cancer; 2.9% of 82,000 active; AID 1794783
UO-31: UO-31 renal cancer; 5.2% of 81,000 active; AID 1794768
OVCAR-4: OVCAR-4 ovarian cancer cells | AID 1794784 | 3.7% of 80,000 active
SK-OV-3: SK-OV-3 ovarian cancer cells. 3.2% of 80,000 active
SN12C: SN12C renal cancer cells; 3.8% of 81,000 active; AID 1794767
786-0: 786-0 renal cancer cells | 5.1% of 81,000 active
TK-10: TK-10 renal cancer cells; 3.9% of 81,000 active; AID 1794769
IGROV1: IGROV1 ovarian cancer. 4.7% of 79,000 active. AID 1794786
* hit, by the source's call; . = no result given; & = joins results of further samples. Rule for the calls: active = growth percent below 10; inactive = the rest. Hits appear at their usual frequency, and some 8.7% of all compounds hit somewhere here.

SMILES | OVCAR-5 | UO-31 | OVCAR-4 | SK-OV-3 | SN12C | 786-0 | TK-10 | IGROV1
OCCNc1nccc(N2CCN(c3ccnc4cc(Cl)ccc34)CC2)n1 | 102 | 48 | 78 | 85 | 84 | 93 | 94 | 56
Nc1c(C(=O)Nc2cccc(C(F)(F)F)c2)sc2nc3c(cc12)CCCCCC3 | 13 | -2.0* | . | 2.1* | 5.7* | -72* | 5.0* | 15
CC/C(=C(\CC)c1ccc(OC)cc1)c1ccc(OC)cc1 | 102 | 84 | 89 | 102 | 96 | 99 | 95 | 95
Cc1c(Cc2ccccc2)c(=O)[nH]c(=O)n1C | 107 | 76 | 119 | 109 | 100 | 95 | 101 | 123
O=C(O)c1c[nH]c2cc(Cl)ccc2c1=O | 98 | 94 | 109 | 91 | 90 | 97 | . | 78
COc1cc2c(cc1OC)C1=NNC(=O)C1=NC(C)(C)C2 | 110 | 111 | 93 | 118 | 97 | 103 | 134 | 125
CC(=O)OC[C@]12CC[C@@H](C)[C@H](C)[C@@H]1[C@]13O[C@H](C1=O)[C@@H]1[C@@]4(C)CCCNC(C)(C)[C@@H]4CC[C@@]1(C)[C@]3(C)CC2 | 88 | 63 | 98 | 108 | 86 | 94 | 103 | 106
C[C@@H](O)CC(C)(C)O | 102 | 86 | . | 105 | 108 | 100 | 101 | 115
COc1ccc(-c2c3c(nc4nc[nH]c(=O)c24)C(C)CCC3)cc1 (stereo not given) | 101 | 92 | 93 | . | 97 | 97 | 112 | 93
NS(=O)(=O)c1ccc(NC(=S)/N=C/c2c(O)c3ccccc3[nH]c2=O)cc1 | 96 | 85 | 93 | 100 | 100 | 106 | 102 | 104
Clc1cccc(Nc2ncnc3ccc(-c4cncc(-n5cnnn5)c4)cc23)c1 | 65 | 32 | 90 | -4.9* | 75 | 43 | 7.7* | 26
CNC(=O)c1cc(-n2ccc3cc(NC(=O)Nc4cccc(C(F)(F)F)c4)ccc32)ccn1 | 118 | 79 | 102 | 99 | 74 | 93 | 91 | 96

Five entries from above, reformatted.
mol	OVCAR-5	UO-31	OVCAR-4	SK-OV-3	SN12C	786-0	TK-10	IGROV1
O=C(O)c1c[nH]c2cc(Cl)ccc2c1=O	98	94	109	91	90	97	.	78
COc1cc2c(cc1OC)C1=NNC(=O)C1=NC(C)(C)C2	110	111	93	118	97	103	134	125
CC(=O)OC[C@]12CC[C@@H](C)[C@H](C)[C@@H]1[C@]13O[C@H](C1=O)[C@@H]1[C@@]4(C)CCCNC(C)(C)[C@@H]4CC[C@@]1(C)[C@]3(C)CC2	88	63	98	108	86	94	103	106
C[C@@H](O)CC(C)(C)O	102	86	.	105	108	100	101	115
COc1ccc(-c2c3c(nc4nc[nH]c(=O)c24)C(C)CCC3)cc1 (stereo not given)	101	92	93	.	97	97	112	93

Next compounds
SMILES | OVCAR-5 | UO-31 | OVCAR-4 | SK-OV-3 | SN12C | 786-0 | TK-10 | IGROV1
COc1cc(CNC(=O)Cc2ccccc2)ccc1OCc1cn(-c2ccc(C)c(C)c2)nn1 | 108 | 75 | 89 | 93 | 97 | 105 | 119 | 91
CN1C(C(=O)Nc2ccccn2)=C(O)c2sc(Cl)cc2S1(=O)=O | 104 | 79 | 106 | 104 | 103 | 104 | 104 | 100
O=c1ccnc2n1CCN2 | 86 | 98 | 109 | 105 | 104 | 88 | 97 | 106
CCCCOB(OCCCC)c1ccc(B(OCCCC)OCCCC)cc1 | 102 | 73 | 101 | 94 | 97 | 108 | 116 | 100
COc1cc(C)ccc1Oc1nc(Nc2ccc(N3CCOCC3)cc2)ncc1NC(=O)Nc1c(Cl)cccc1Cl | 100 | 86 | 110 | 117 | 96 | 108 | 114 | 107
Cc1cc(=O)oc(C)c1C(=O)O | 102 | 87 | . | 105 | 98 | 106 | 116 | 114
CC(=O)Oc1cccc(C(=O)O)c1 | 99 | 86 | 100 | 102 | 107 | 98 | 91 | 111
Cc1nc2ccc(Cl)cn2c1C(=O)NCc1ccc(OCc2cn(Cc3ccc(Br)cc3)nn2)cc1 | 101 | 90 | 97 | . | 92 | 99 | 115 | 90
COc1ccc2nc3sc(C(=O)Nc4ccc(C(=O)/C=C/c5ccc(OC)c(OC)c5)cc4)cc3cc2c1 | 95 | 94 | 94 | 111 | 93 | 105 | 105 | 93
N#Cc1c(-c2ccc(F)cc2)nc(SCc2ccc(F)cc2)nc1N1CCOCC1 | 83 | 86 | 60 | 40 | 73 | 25 | 78 | 91
Cc1nn(-c2ccccc2)c(Cl)c1/C=C1\SC(N2CCNCC2)=NC1=O | 95 | 82 | 103 | 106 | 97 | 106 | 108 | 97
O=[N+]([O-])c1cccc(-c2nc3ccccc3s/c2=N/O)c1 | 89 | 52 | 87 | 105 | 93 | 83 | 110 | 77
COc1cc2c(c(OC)c1OC)CCC(c1cccc(C(=O)Nc3ccc(Br)cc3)c1)O2 (stereo not given) | 68 | 40 | 64 | 73 | 47 | 84 | 77 | 61
O=C(O)c1cc(CCc2cc(O)ccc2O)ccc1O | 113 | 95 | 100 | 102 | 98 | 111 | 106 | 110
C/C(=N\NC(=O)Cn1c(C(C)C)nc2ccccc21)c1ccc(Br)cc1 | 100 | 90 | 110 | 92 | 115 | 94 | 99 | 109
Cc1ccc(S(=O)(=O)c2[nH]c(-c3ccccc3)nc2S(C)(=O)=O)cc1 | 109 | 90 | 113 | 117 | 104 | 104 | 111 | 107
CCN(CC)C(=O)C(c1ccccc1)S(=O)(=O)N1CCOCC1 (stereo not given) | 106&105 | 95&82 | 112&110 | 115&100 | 99&95 | 108&110 | 105&103 | 123&115
Nc1c(C(=O)c2ccc(Br)cc2)sc(S)c1-c1nc2ccccc2s1 | 98 | 74 | 96 | 93 | 98 | 105 | 147 | 74
Oc1ccccc1C=Nc1ccccc1N=Cc1ccccc1O.[Cu+2] | 103 | 24 | 36 | 76 | 60 | 91 | 84 | 55
C=C(C)[C@@H]1CC[C@]2(C(=O)NCCCCCCN)CC[C@]3(C)[C@H](CC[C@@H]4[C@@]5(C)C/C(=C/c6ccncc6)C(=O)C(C)(C)[C@@H]5CC[C@]43C)[C@@H]12 | 100 | 82 | 118 | 116 | 92 | 106 | 116 | 98
Cc1ccc(-n2cc3c(-c4cc5c(ccc6ccccc65)oc4=O)nnc(C)c3n2)cc1 | 91 | 52 | 60 | 87 | 89 | 89 | 156 | 63
Cc1c(C#N)c(N)n(CCN2CCNCC2)c1C | 105 | 94 | 105 | 102 | 95 | 100 | 94 | 107
Cc1nc(NC(=O)COc2cccc(/C=C3\COc4ccccc4C3=O)c2)sc1C | . | -80* | 55 | 92 | -46* | 72 | -74* | .
CS(=O)(=O)CCNS(=O)(=O)c1ccc(-c2cnc(C3CC3)o2)cc1 | 105 | 82 | 86 | 105 | 94 | 94 | 99 | 97
CC(O)COc1ccc(-c2ccccc2)cc1 (stereo not given) | 99 | . | 111 | 105 | 101 | . | 106 | 115
CCOC(=O)C1=C(C)NC(=O)NC1c1ccc(OCc2cn(-c3ccc(C(C)=O)cc3)nn2)c(OC)c1 (stereo not given) | 106 | 84 | 113 | 110 | 94 | 103 | 107 | 96
COc1ccc(C(=O)Nc2nc(-c3ccc(Cl)cc3)cs2)cc1OC | 97 | 98 | 93 | 113 | 97 | 102 | 112 | 108
COc1ccc(-c2[nH]c3ccc(OC)cc3c2/C=C(\C#N)S(=O)(=O)c2ccccc2)cc1 | 63 | 42 | -21* | 32 | 44 | 28 | 46 | 49
CC(C(=O)N1CCN(c2ccc(Cl)c(Cl)c2)CC1)c1ccc(NS(=O)(=O)c2ccccc2)cc1 (stereo not given) | 89 | 76 | 58 | 91 | 82 | 93 | 86 | 93
Cc1ccc(-n2c(-c3ccccc3)c(-c3ccccc3)[nH]c2=O)cc1 | 100 | 81 | 86 | 109 | 96 | 81 | 104 | 99
CCOc1cc(Br)cc2cc(C(=O)CSc3nc4ccccc4c(=O)n3-c3ccccc3)c(=O)oc12 | 81 | 78 | 102 | 91 | 89 | . | 99 | 99
N#Cc1ccc(Nc2ncnc3onc(-c4ccccc4)c23)cc1 | 101 | 84 | 95 | . | 100 | 103 | 126 | 89
Fc1ccc2[nH]cc(-c3nonc3-c3c[nH]c4ccc(F)cc34)c2c1 | 64 | 38 | 54 | 59 | 65 | 80 | 64 | 54
CCc1ccccc1-n1[nH]c(C)c(C=N)c1=O | 110 | 90 | 114 | 119 | 106 | 112 | 103 | 112
Cc1ccc(N2CCC(=O)NC2=S)c(C)c1 | 101 | 81 | 91 | 101 | 98 | 89 | 100 | 99
CC(=O)N1c2ccccc2CC1c1c[nH]c2ccccc12 (stereo not given) | 104 | 76 | 77 | 85 | 89 | 90 | 80 | 100
CCN(CC)CCNS(=O)(=O)c1ccc(C)cc1 | 98 | 96 | 112 | 106 | 103 | 100 | 101 | 106
C/C(O)=C(/C=N\C(=S)Nc1ccc(S(=O)(=O)Nc2nccs2)cc1)C(=O)Nc1ccccc1C | 103 | 93 | 99 | 100 | 88 | 97 | 111 | 106
Cc1noc(C)c1CSc1ccccc1C(=O)N1CCN(Cc2cccs2)CC1 | 93 | 72 | 99 | 97 | 105 | 107 | 93 | 100
C#CCn1cccc1CNc1ccc(OC)cc1 | -90* | -95* | -64* | -63* | -84* | -70* | -78* | -68*
CCc1cccc2c3c(sc12)C(c1ccc(Cl)cc1)c1c(nc(CC(=O)Nc2ccccc2)[nH]c1=O)O3 (stereo not given) | 90 | 64 | 87 | 76 | 75 | 76 | 157 | 30
CCSC(=O)NNc1nc2ccccc2s1 | 93 | 70 | . | 104 | 92 | 106 | 125 | 104
c1ccc2c(c1)ccc1c(-c3ccncc3)n[nH]c12 | 122 | 47 | 91 | 85 | 76 | . | 100 | 64
Nc1cccc(-c2nc3sccn3c2-c2ccnc(NCCCNS(=O)(=O)c3ccc(C(F)(F)F)cc3)n2)c1 | 41 | -8.2* | -1.0* | 24 | 13 | 24 | 47 | 4.8*
O=C1NC(=Nc2ccc(O)cc2)S/C1=C\c1cccc(Cl)c1 | 110 | 43 | 90 | 77 | 82 | 67 | 97 | 66
CC[C@]12C=CCN3CC[C@@]4(c5ccc(OC)cc5N(C)[C@H]4[C@@](O)(C(=O)OC)[C@@H]1OC(=O)CCC(=O)OCc1cn(Cc4ccc(F)cc4)nn1)[C@@H]32 | 98 | 71 | 93 | 101 | 97 | 94 | 101 | 90
COc1ccc(C(=O)/C=C/c2cn(-c3ccc(C)cc3)nc2-c2ccc(S(C)(=O)=O)cc2)cc1 | 97 | 73 | 88 | 106 | 84 | 100 | 145 | 94
CCOc1ccc(NC(=S)N2CCC(CCCC3CCN(C(=S)Nc4ccc(OCC)cc4)CC3)CC2)cc1 | 102 | -7.9* | 85 | 91 | 96 | . | 97 | 94
CC(=O)/C(Cc1ccccc1)=N/O | 98 | 96 | 92 | 89 | 105 | 102 | . | 112
COc1cc(-c2nc(SCCC(C)C)nc(NNC(=O)c3ccncc3)c2C#N)cc(OC)c1OC | 61 | 19 | 91 | 32 | 60 | 32 | 53 | 2.5*
COc1cc(O)c(OC)c(OC)c1OC | 108 | 88 | 103 | 114 | 98 | 106 | 104 | 107
O=C(O)/C=C/c1cc(O)c2c(c1)[C@@H](C(=O)O)[C@H](c1ccc(O)c(O)c1)O2 | 107 | 94 | 104 | 87 | 100 | 92 | 88 | 109
O=S(=O)(O)OCCOc1ccc(S(=O)(=O)c2ccc(OCCOS(=O)(=O)O)cc2)cc1 | 106 | 94 | 106 | 108 | 103 | 100 | 111 | 135
Nc1nc2c(c(=O)[nH]1)C1(C(=O)Nc3ccccc31)c1c(nc(N)[nH]c1=O)N2 | 112 | 87 | 102 | 108 | 103 | 108 | . | 101
COc1ccc(C(=O)/C=C/c2ccccc2)cc1S(N)(=O)=O | 101 | 55 | 86 | 116 | 45 | 65 | 67 | 54
COc1ccc(-c2nn(-c3ccccc3)cc2/C=C/C(=O)NNC(=O)Nc2ccc(C)cc2)cc1 | 103 | 84 | 101 | 93 | 97 | 101 | 99 | 93
Nc1ccc2c3c(ccc([N+](=O)[O-])c13)CC2 | 93 | 84 | 103 | 102 | 105 | 95 | 107 | 112
CCOC(=O)c1nc2c(C#N)cccn2c1C(=O)c1ccc(Br)cc1 | 95 | 82 | 101 | 98 | 103 | 105 | 107 | 98
O=C1/C(=C2\SC(=S)N(C3CCCCC3)C2=O)SC(=S)N1C1CCCCC1 | 103 | 85 | 104 | 107 | 95 | 99 | 86 | 104
O=[N+]([O-])c1cc([N+](=O)[O-])c2ccccc2c1O | 111 | 73 | 109 | 91 | . | 97 | 134 | 85
O=C(NNS(=O)(=O)c1ccccc1)c1cc2c([nH]c3ccccc32)c(-c2cccc(O)c2)n1 | 79 | 48 | 79 | 93 | 79 | 77 | . | 65
COc1c(C)c(C)c(OC)c2c1[nH]c(=O)c1c3cccnc3cn21 | 122 | 91 | . | 103 | 100 | 114 | 117 | .
CCCC(=O)Nc1ccc(Cl)c(Cl)c1 | 95 | 91 | 100 | 101 | . | 84 | 88 | 101

A few values from the entries so far.
For 786-0, COc1cc(O)c(OC)c(OC)c1OC shows 106
For SN12C, CCOC(=O)c1nc2c(C#N)cccn2c1C(=O)c1ccc(Br)cc1 shows 103
